Compound activity deposited in PubChem by several laboratories.
EBNA-1 inh – EBNA-1 DNA-binding inhibitors, primary screen, biochemical, fluorescence polarization | AID 1950, 2009 | 0.34% of 300,000 active | inhibition, % at 14.8 µM; in the data active = inhibition above about 28%
ZTA counter – ZTA (EBV) inhibition in EBNA-1 counter-screen; ZTA-DNA binding, fluorescence polarization; inhibition, % at 11 µM; 0.15% of 320,000 active; AID 2234; in the data active = inhibition above about 33%
Target sequence (P03206 whole entry, looked up): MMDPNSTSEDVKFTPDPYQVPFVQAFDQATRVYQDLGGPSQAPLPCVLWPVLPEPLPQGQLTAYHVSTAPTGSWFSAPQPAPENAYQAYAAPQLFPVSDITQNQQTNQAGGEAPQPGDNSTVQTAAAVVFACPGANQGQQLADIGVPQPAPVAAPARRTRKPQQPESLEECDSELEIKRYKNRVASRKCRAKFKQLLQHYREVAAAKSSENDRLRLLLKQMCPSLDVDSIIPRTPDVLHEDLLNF
Efflux pump inh – inhibitors of Candida efflux pumps in yeast, primary screen, S. cerevisiae, Nile Red, multiplex. S. cerevisiae Candida pump triplex. inhibition, % at 10 µM. 0.44% of 330,000 active. AID 485275, 2010;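 active = plate passing quality check with inhibition over a set limit, or well fluorescence over plate mean plus 4 SD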;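 also: Nile Red retained in pooled yeast measured as flow cytometry median fluorescence; 0% = buffer negative control and 100% = Enniatin B positive control; higher means more Nile Red kept so more efflux inhibition; some compounds called inactive have numbers as strong as hits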
CR mimetic SO – reduction of superoxide in aged yeast, primary screen, HTS; S. cerevisiae aged cells, superoxide DHE fluorescence; stronger effect = lower value; superoxide response (% of plate mean), % at 10 µM; 0.18% of 330,000 active; AID 2690, 2010;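 active = superoxide response under a set limit, about three screen SD below normal, cut at about 65% in these data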;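 also: yeast aged for seven days with compound at 30 °C before DHE staining; 100% = average MFI of all compound-treated wells on the plate with controls excluded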
GLD-1 TGE inh – GLD-1/TGE RNA complex disruptors, primary screen, biochemical, fluorescence polarization; Female germline-specific tumor suppressor gld-1 (Caenorhabditis elegans), Q17339; purified GLD-1 + fluorescein TGE RNA; 0.44% of 320,000 active; inhibition, % at 5.96 µM;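 active = percent inhibition above a per-plate cutoff, the plate mean of test compounds plus 3 SD, cut at about 30% in these data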;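 also: 0% = DMSO wells with GLD-1 and probe and 100% = wells lacking GLD-1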
BCLXL inh – inhibitors of human Bcl-xL, primary screen, biochemical, fluorescence polarization, HTS; Bcl-2-like protein 1 (Homo sapiens), Q07817; GST-Bcl-xL / FITC-Bim BH3 peptide fluorescence polarization; inhibition, % at 10.9 µM; 0.7% of 320,000 active; AID 2129, 2009;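 active = inhibition above the mean of all tested compounds plus 3 SD, cutoff set per campaign, cut at about 30% in these data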;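 also: 0% = DMSO wells and 100% = unlabeled Bim-BH3 peptide competitor; inhibitors lower millipolarization by displacing the labeled peptide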
Target sequence (Q07817 whole entry, looked up): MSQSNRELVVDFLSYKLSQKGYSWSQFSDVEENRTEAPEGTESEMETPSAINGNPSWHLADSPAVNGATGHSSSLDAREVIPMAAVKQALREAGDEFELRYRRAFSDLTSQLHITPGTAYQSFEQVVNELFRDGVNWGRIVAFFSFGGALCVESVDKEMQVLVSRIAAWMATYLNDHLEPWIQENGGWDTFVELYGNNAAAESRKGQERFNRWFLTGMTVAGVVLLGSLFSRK
Fam108B inh – mouse Fam108B serine hydrolase inhibitors, primary screen, counter-screen for RBBP9 inhibitor project, biochemical, fluorescence polarization; recombinant Fam108B, FP-Rh probe fluorescence polarization; inhibition, % at 9.51 µM; 0.33% of 300,000 active; AID 1947, 2009;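 active = inhibition above the screen mean inhibition plus 3 SD, computed separately per campaign, cut at about 18% in these data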;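 also: inhibitors lower polarization as less probe binds the enzyme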
MEX-5 binding – MEX-5 zinc finger RNA-binding disruptors – biochemical, C. elegans, fluorescence polarization, MLPCN library, primary screen. 0.38% of 300,000 active. MEX-5/FITC-TCR2 RNA binding; stronger effect = lower value. activity score (negative = inhibition of binding), % at 10 µM. AID 1832, 2009;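 active = inhibition past about -25% in most replicates, and total fluorescence under double the plate's negative control median, limit read from the data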;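 also: 0% = DMSO and -100% = 5 µM competing unlabeled TCR2 RNA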
Target sequence (Q9XUB2 whole entry, looked up): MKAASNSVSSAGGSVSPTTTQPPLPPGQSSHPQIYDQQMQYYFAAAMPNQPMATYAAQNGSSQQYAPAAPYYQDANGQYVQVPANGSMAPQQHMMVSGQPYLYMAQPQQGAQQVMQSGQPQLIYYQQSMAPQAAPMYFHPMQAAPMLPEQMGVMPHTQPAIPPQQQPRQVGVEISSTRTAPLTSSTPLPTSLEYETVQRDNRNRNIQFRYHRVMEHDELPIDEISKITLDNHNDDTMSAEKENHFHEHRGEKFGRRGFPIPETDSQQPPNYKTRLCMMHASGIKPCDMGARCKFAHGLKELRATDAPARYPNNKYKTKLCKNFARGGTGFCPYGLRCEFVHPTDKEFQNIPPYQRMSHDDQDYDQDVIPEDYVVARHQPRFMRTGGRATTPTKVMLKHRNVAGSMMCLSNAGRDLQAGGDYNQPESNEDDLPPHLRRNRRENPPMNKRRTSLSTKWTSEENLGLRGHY
MCL1 BIM primary – inhibitors of MCL1 binding to BIM-BH3, primary screen, biochemical, fluorescence polarization. Induced myeloid leukemia cell differentiation protein Mcl-1 (Homo sapiens), Q07820. AID 2057, 2009. inhibition, % at 10.9 µM. GST-MCL1 / FITC-Bim-BH3 fluorescence polarization. 0.68% of 320,000 active;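 active = inhibition above the mean inhibition of all tested compounds plus 3 SD, set per campaign, cut at about 40% in these data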;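 also: 0% = DMSO wells and 100% = unlabeled Bim-BH3 peptide control; higher means more loss of mP so more displacement of Bim peptide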
* hit, by the source's call; i = inactive; / = not tested or not shown.

SMILES	EBNA-1 inh	ZTA counter	Efflux pump inh	CR mimetic SO	GLD-1 TGE inh	BCLXL inh	Fam108B inh	MEX-5 binding	MCL1 BIM primary
Cc1nc(NC(=O)c2oc3ccccc3c2C)sc1C(=O)N(C)C	4	10	0.0	90	3	3	1	-2.9	-1
O=C(CCC(=O)N1CCOc2ccccc21)NCCN1CCOCC1	3	5	-0.1	102	2	2	2	-2.9	3
COC(=O)C1=C[C@@H](C(=O)OC)[C@@H]2C3=C(C(=O)[C@]2(C)NC(=O)c2ccccc2)[C@H](C)n2c(=O)n(C)c(=O)n2[C@@H]3C1	11	-8	0.1	103	8	6	-6	0.4	6
O=C(COC(=O)[C@H](Cc1ccccc1)N1C(=O)c2ccccc2C1=O)Nc1ccc2c(c1)OCO2	-2	-9	0.2	102	8	9	2	-4.8	9
CCCCn1c(=O)cc(C)n(-c2ccccc2)c1=O	6	10	-0.1	103	10	7	0	0.3	10
CCCCc1cc(=O)oc2cc(C)cc(OC(C)C(=O)NCC3CCC(C(=O)O)CC3)c12 (stereo not drawn)	-9	-18	-0.1	86	-6	3	1	-1.1	2
COc1ccc(Cl)cc1NC(=O)CSc1nnc(COc2ccccc2)n1C	0	8	-0.2	i	5	4	1	1.9	1
Cc1ccsc1/C=C/c1n[nH]c(=O)c(C#N)c1C	-3	3	-0.1	99	2	1	1	-0.9	-2
COc1ccc(N(C(=O)c2snc(C(N)=O)c2N)C(C(=O)NCC2CCCO2)c2ccc3ncccc3c2)cc1OC (stereo not drawn)	5	-2	0.2	104	1	3	3	-2.9	-4
Cc1ccc(N2C(=O)NC(NC(=O)c3ccc(Cl)cc3)(C(F)(F)F)C2=O)cc1 (stereo not drawn)	3	-12	0.0	104	0	-1	4	1.8	-3
CC(NC(=O)C1CCCN1S(=O)(=O)c1cccc2cccnc12)c1ccccc1 (stereo not drawn)	14	7	0.1	95	0	2	-1	-2.1	-1
CCN(CC)C(=O)CSc1nc2ccccc2o1	7	12	-0.2	95	-3	4	0	0.3	6
C=CCn1c(CCC(O)COCCCCC)n[nH]c1=S (stereo not drawn)	-10	5	0.4	106	-3	-11	2	-1.5	-1
COCC(O)CSc1nc(C)[nH]c1[N+](=O)[O-] (stereo not drawn)	-2	-3	0.1	121	3	-3	-1	0.2	2
O=C(NCCN1CCOCC1)c1nn2c(c1Cl)NC(c1ccccc1)CC2C(F)(F)F (stereo not drawn)	9	15	0.0	102	-5	1	1	0.3	3
NS(=O)(=O)c1ccc(-c2ccc(C=O)o2)cc1	-7	-6	-0.1	97	-3	1	-1	-4.1	-3
Cn1c(=O)c2c(nc(-n3ccnc3)n2C)n(C)c1=O	-1	-21	-0.1	100	4	1	-2	2.9	-3
COc1cccc(NS(=O)(=O)c2cc3c(cc2C)N(C(C)=O)CCO3)c1	-5	-13	-0.1	83	0	5	0	0.3	6
Cc1nn(-c2ccccc2)c2nc(N)c(C#N)c(-c3ccc(C(C)(C)C)cc3)c12	-1	5	0.2	118	1	5	-10	1.2	4
Cc1onc(-c2ccccc2)c1C(=O)NCCc1ccc(Cl)cc1	1	9	-0.1	112	-3	4	1	-1.1	6
O=C(NCC12CC3CC(CC(C3)C1)C2)c1nn2cccnc2c1Cl	-13	4	0.1	117	-7	2	1	-3.3	0
Cc1cc(C)c2cc3c(N)c(C(=O)Nc4c(C)[nH]c(=O)[nH]c4=O)sc3nc2c1	11	4	0.1	94	-56	-24	7	-1.4	-63
CCOC(=O)C(CCCCP(=O)(c1ccccc1)c1ccccc1)(NC(C)=O)C(=O)OCC	15	-1	-0.1	103	6	4	1	1.3	4
CCCn1c(-c2ccc(OC)cc2)nc2c(=O)n(C)c(=O)[nH]c21	-11	0	0.1	105	-3	5	1	-0.5	7
FC(F)(F)c1cc(Sc2ccccc2)nc(-c2ccccn2)n1	5	23	0.0	101	8	5	-3	2.3	9
Oc1cccc(NC(=S)Nc2ccc(SC(F)F)cc2)c1	-8	-3	-0.2	103	-10	3	2	-2.2	2
CCOc1ccc2nc(NCCNC(=O)C3CC3)c(C)cc2c1	-7	9	-0.1	96	5	5	-2	1.6	5
CCCCNC(=O)/C(C#N)=C/c1ccc2c(c1)OCCO2	-2	0	0.0	77	5	4	-2	-2.5	-1
Cc1ccc(NS(=O)(=O)c2ccc3c(c2)n(C)c(=O)c(=O)n3C)c(C)c1	-9	-4	0.0	99	7	2	-2	-1.5	-8
Cc1ccc(-c2cc(-c3cccc(F)c3)n[nH]2)c(O)c1	-7	22	-0.1	106	-1	1	-1	1.9	4

Compounds shown so far that have a furan ring, fused or not (two):
SMILES	EBNA-1 inh	ZTA counter	Efflux pump inh	CR mimetic SO	GLD-1 TGE inh	BCLXL inh	Fam108B inh	MEX-5 binding	MCL1 BIM primary
Cc1nc(NC(=O)c2oc3ccccc3c2C)sc1C(=O)N(C)C	4	10	0.0	90	3	3	1	-2.9	-1
NS(=O)(=O)c1ccc(-c2ccc(C=O)o2)cc1	-7	-6	-0.1	97	-3	1	-1	-4.1	-3

(continued)
SMILES	EBNA-1 inh	ZTA counter	Efflux pump inh	CR mimetic SO	GLD-1 TGE inh	BCLXL inh	Fam108B inh	MEX-5 binding	MCL1 BIM primary
CCS(=O)(=O)Nc1ccc(C(=O)OC)cc1	7	4	0.0	97	5	-1	6	-2.4	2
Cc1ccc(-n2nc(C)c(C(=O)O)n2)c(C)c1	-8	-5	-0.2	104	2	3	4	-0.4	-1
CC(C)c1ccc2[nH]c(O)c(N=NC(=O)c3cccc(S(=O)(=O)Nc4ccccc4Cl)c3)c2c1	2	-5	0.0	100	5	4	10	3.5	11
CCN(CC)C(=O)CSc1nc2ccccc2c(=O)n1CCC(=O)NCc1ccc(F)cc1	5	5	-0.1	97	2	6	2	1.3	3
O=C(Nc1ccc(OCC(F)(F)C(F)F)cc1)c1ccncc1	-9	6	0.2	107	5	1	-4	-1.0	-10
CCOc1ccc(Cl)cc1CNCCNCC(C)O (stereo not drawn)	2	-13	-0.1	72	5	1	2	-5.5	6
C[C@H](NC(=O)c1nc[nH]c1C(=O)NCCCCCN)C(=O)OCc1ccccc1	1	1	/	/	2	3	3	-1.8	6
O=C(Nc1ccc(S(=O)(=O)Nc2ncccn2)cc1)C1=NN(c2ccccc2)C(=O)CC1	0	-6	0.2	103	-5	3	2	4.0	3
CCN(CC)C(=O)Cn1cc(C(=O)C(=O)N2CCN(c3ccccc3)CC2)c2ccccc21	-4	4	-0.1	96	3	6	0	-1.6	4
Cc1onc(-c2ccccc2)c1C(=O)N1CCN(c2ccccc2)CC1	1	1	0.0	97	6	5	-1	1.6	10
O=C(NC1CCCN(Cc2ccc(Cl)cc2)C1)c1cccc(N2CCCC2=O)c1 (stereo not drawn)	4	-1	0.2	101	6	5	1	1.6	1
CCOC(=O)CC1C(=O)NCCN1C(=O)c1ccc(Cl)cc1 (stereo not drawn)	16	0	-0.2	90	3	3	5	0.1	8
Cc1ccc(C(=O)CC2(O)C(=O)N(C)c3ccccc32)s1 (stereo not drawn)	-10	-18	0.1	100	-2	2	0	0.7	1
CCNc1nc(Oc2ccc(C(=O)OC)cc2)nc(N(C)C)n1	0	-3	0.0	104	3	5	1	2.1	-1
Cc1cc(NC2CCCCC2)nc(-c2ccccc2O)n1	2	-1	-0.1	91	-2	4	1	-1.3	5
COc1ccc(CCN(C)C(=O)C(CCSC)NC(=O)c2ccco2)cc1OC (stereo not drawn)	/	8	0.3	112	-1	0	/	/	2
CC(C(=O)NCC1CCCO1)N(C(=O)c1snc(C(N)=O)c1N)c1ccccc1 (stereo not drawn)	2	-13	-0.2	87	-2	7	1	-0.4	0
CSC1=NCCN1C(=O)Cc1ccc(-c2ccccc2)cc1	14	19	0.1	104	-2	-2	-5	-0.1	-6
CC(c1ccon1)N(C)C(=O)CCc1nnc(Cc2ccc(-c3ccccc3)cc2)o1 (stereo not drawn)	7	7	-0.1	93	-2	2	-3	0.9	-1
CCN(CC)c1ccc(CNCc2cccs2)cc1	2	6	-0.1	99	1	5	0	2.4	0
Cc1ccc(S(=O)(=O)N(C)C)cc1NC(=O)CN1c2cccc3cccc(c23)S1(=O)=O	/	1	0.4	116	1	-2	/	/	1
Cc1c(C(=O)O)sc(=S)n1-c1ccc(Cl)cc1	12	-11	-0.1	108	2	4	8	-0.1	4
OCCNc1nc2ccccc2n1-c1ccccc1	11	2	-0.2	85	1	5	2	-0.4	5
O=C(CCn1cnc2ccccc2c1=O)Nc1ccc(S(=O)(=O)N2CCCC2)cc1	-4	6	-0.1	102	-4	14	-1	-2.5	6
CCc1cccc(C)c1NC(=O)COC(=O)c1cc([N+](=O)[O-])ccc1N1CCOCC1	-2	-4	-0.2	89	8	-4	4	0.0	-10
Cc1cccc(CC(=O)Nc2ccc(C(=O)N3CCCCC3)cc2)c1	-2	1	0.3	122	-2	1	-5	3.4	-3
CCc1ccc(CN2CCC(n3nccc3NC(=O)c3ccccc3)CC2)o1	-17	-14	-0.4	66	1	2	1	1.1	1
COc1ccccc1-c1sc2cc3c(cc2c1C#Cc1ccccn1)OCO3	/	-3	0.1	86	4	29	/	/	29
CC(C)C(=O)Nc1cccc(C(=O)NCc2ccc3c(c2)OCO3)c1	-3	-1	-0.1	98	3	0	5	1.0	3
CCn1c(O)c(/C=C2\C=Nc3ccccc32)sc1=Nc1ccc(C)cc1	9	8	0.0	92	1	-6	5	-10	-8
CCOc1ccc2nc(NC(=O)CN3CCC(n4nnc5cc(F)ccc54)CC3)sc2c1	-11	-6	0.2	103	-2	-3	-6	-2.9	5
COc1ccc(S(=O)(=O)NCCc2cn3nc(C)c(C)nc3n2)cc1F	-12	4	0.3	87	-8	1	3	-3.4	-2
CN(CCC1CCCCO1)C(=O)CCc1nnc(CCCCc2ccccc2)o1 (stereo not drawn)	-6	-2	0.0	101	3	-2	-5	-0.2	-1
O=C(Nc1ccc2nccnc2c1)c1ccco1	-8	-7	-0.1	80	2	2	-8	-2.8	-10
Cc1ccc(N2C(=O)c3cccc4c(N)ccc(c34)C2=O)c2cccnc12	3	6	0.0	96	0	30*	-23	-9.7	16
O=c1c2c(O)cc(O)cc2oc2ccc(O)c(O[C@@H]3O[C@H](CO)[C@@H](O)[C@H](O)[C@H]3O[C@H]3O[C@H](CO)[C@@H](O)[C@H](O)[C@H]3O)c12	-1	-5	0.4	72	-4	1	2	/	8
COc1ccc(N(CC(=O)NCCSCc2cccc(Cl)c2)S(C)(=O)=O)cc1	-3	-16	-0.1	104	-2	-1	2	-1.0	3
CC(C)CNC(=S)NNC(=O)c1ccccc1OC(F)F	1	8	0.1	81	5	4	4	-2.1	11
O=C(CN1C(=O)NC(Cc2c[nH]c3ccccc23)C1=O)NC1CCCCC1 (stereo not drawn)	/	1	-0.2	82	3	1	/	/	-4
COc1ccc(S(=O)(=O)NCC2CCCO2)c(Cl)c1Cl (stereo not drawn)	7	11	0.1	89	0	0	2	1.1	0
Cc1c(C)c(C)c(CN2CCCC2)c(C)c1C	4	-9	0.0	91	-2	2	-1	0.0	6
CCC(C(=O)OCC(=O)Nc1ccc(F)cc1)c1ccccc1 (stereo not drawn)	/	-6	0.3	110	-3	-3	/	/	-4
